Screens from PubChem.
15-hLO-2 inh – inhibitors of human 15-lipoxygenase 2 (ALOX15B) | purified 15hLO-2, xylenol orange hydroperoxide absorbance | Potency, µM (series often up to 57.1 µM), inactives show at the highest dose activity change, negative = inhibition, hits mostly inhibitors | 110,000 compounds, 0.56% hits | AID 881; further: potency means the concentration at half of the fitted maximal effect; nearly all actives have a fitted effect of over 60% in size; many of its hits are not listed in these tables
Target sequence (O15296 whole entry, looked up): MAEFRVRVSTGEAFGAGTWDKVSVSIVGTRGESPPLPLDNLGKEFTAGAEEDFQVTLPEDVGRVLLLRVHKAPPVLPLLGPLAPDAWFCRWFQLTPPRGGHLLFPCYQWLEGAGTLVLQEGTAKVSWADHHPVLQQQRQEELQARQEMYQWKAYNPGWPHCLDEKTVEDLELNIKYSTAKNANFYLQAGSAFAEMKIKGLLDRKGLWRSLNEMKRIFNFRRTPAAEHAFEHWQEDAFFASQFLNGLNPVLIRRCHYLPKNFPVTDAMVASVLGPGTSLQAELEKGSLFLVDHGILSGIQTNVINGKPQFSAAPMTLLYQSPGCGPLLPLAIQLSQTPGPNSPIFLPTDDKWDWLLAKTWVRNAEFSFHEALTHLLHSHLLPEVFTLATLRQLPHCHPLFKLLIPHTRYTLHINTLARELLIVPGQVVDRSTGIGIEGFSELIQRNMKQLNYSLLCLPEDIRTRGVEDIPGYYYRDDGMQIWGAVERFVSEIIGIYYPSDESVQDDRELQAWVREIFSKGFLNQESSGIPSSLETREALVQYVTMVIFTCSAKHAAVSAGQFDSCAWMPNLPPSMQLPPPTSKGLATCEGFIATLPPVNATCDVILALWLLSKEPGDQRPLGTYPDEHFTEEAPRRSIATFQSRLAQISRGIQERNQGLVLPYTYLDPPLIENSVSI
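Read-out: hydroperoxide product oxidises ferrous iron, measured as xylenol orange complex via the 573-to-405 nm absorbance ratio after 30 min. Reaction: 50 nM enzyme, 15 min compound preincubation, 45 uM arachidonic acid, 90 min RT, Hepes pH 7.5 with Triton X-100.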
IMPase inh – cell-permeable inhibitors of inositol monophosphatase (IMPase). CHO-M1 cells, IP1 accumulation, HTRF TR-FRET ratio. 120,000 tested, under 10 active. AID 901. P97697. inhibition (IP1 accumulation), % at 46.1 µM; active means well fitted curve in the direction sought with a large enough effect in the signal ratio, not every such curve was filed as active; inconclusive means small, poorly fitted or top-dose-only effect, or a change in a side signal; inactive means no such curve, though single readings can be large or run the other way; the % refers to the signal ratio;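 further: cells stimulated with carbachol in lithium chloride buffer; plate controls were DMSO basal wells for no effect and reference inhibitor wells for full effect; higher means more IMPase inhibition seen as more IP1 and lower FRET ratio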
Target sequence (P97697 whole entry, looked up): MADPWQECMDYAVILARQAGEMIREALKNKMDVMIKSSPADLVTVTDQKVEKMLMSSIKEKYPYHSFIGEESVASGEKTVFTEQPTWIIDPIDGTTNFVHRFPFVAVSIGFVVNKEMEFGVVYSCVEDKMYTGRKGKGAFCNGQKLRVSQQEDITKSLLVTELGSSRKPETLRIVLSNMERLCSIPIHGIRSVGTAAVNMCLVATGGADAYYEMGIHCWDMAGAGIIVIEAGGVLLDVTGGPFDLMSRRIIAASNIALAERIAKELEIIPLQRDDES
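CHO-M1 cells (CHO stably expressing M1 receptor), compound up to 46 uM final, stimulated with carbachol (50 uM as added) in buffer with 50mM LiCl, pH 7.4, 30 min at 37C. Cytosolic IP1 read by TR-FRET; AC50 from Hill fits.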
PNC inhibitor – blocks assembly of the perinucleolar compartment | 140,000 compounds, 3.1% hits | AID 2417 | PC3M PTB-GFP, PNC prevalence imaging, 16 h; active compounds read low | activity change (PNC), negative = inhibition, % at 10 µM;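 active means readout at or below -70, meaning at least 70% loss of cells showing the perinucleolar compartment, a nuclear body marking cancer cells; inconclusive means readout between -30 and a set limit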;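 further: plate controls were DMSO wells for no effect and camptothecin positive control wells for full effect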
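Read-out is percentage of cells bearing a perinucleolar compartment, from automated 20x imaging of fixed, Hoechst-stained PC3M PTB-GFP cells. Cells were seeded 4 h, then exposed 16 h to compound (23 nl of library stock) in duplicate plates.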
ALOX12 inhib – blocks human 12-lipoxygenase activity | AID 1452 | P18054 | Potency, µM (highest dose often 57.1 µM), without a hit: top-dose activity change, negative = inhibition, most hits filed as inhibitors | purified 12-hLO, xylenol orange hydroperoxide absorbance | 150,000 compounds, 0.12% hits; further: potency means the concentration at half of the fitted maximal effect; nearly all actives have a fitted effect of over 55% in size; many of its hits are not listed in these tables
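Purified human 12hLO (150 nM), preincubated 15 min with compound, then 40 uM arachidonic acid for 30 min, room temperature, Hepes pH 7.0 with 0.01% Triton X-100. Hydroperoxide detected by ferrous iron/xylenol orange; 573/405 nm absorbance ratio gives reaction progress.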
* marks the source's active call; other numbers are inactive results; u = inconclusive; x = not tested or not shown; [ ] = another dose, or the depositor's remark. Unless noted, the call rests on the fitted dose curve; in most records, active means well fitted curve in the direction sought with a large enough effect; inconclusive means small, poorly fitted or top-dose-only effect, or another doubt; inactive means no such curve, though single readings can be large; an effect the other way counts as inactive or inconclusive. Unless noted, on the % scale 0 is the no-effect control and ±100 the full control effect.

SMILES	15-hLO-2 inh	IMPase inh	PNC inhibitor	ALOX12 inhib
COC(=O)c1[nH]c2ccc(F)cc2c1NS(=O)(=O)c1ccc(OC)cc1OC	0%	-2	17	-2%
N#Cc1nc(COc2cccc(Cl)c2)oc1N1CCN(c2ccccc2)CC1	-11%	0	24	-12%
COC(=O)c1c(NC(=O)/C=C/c2ccco2)sc2c1CCC2	x	x	-8	-3%
COC(=O)c1ccc(C)c(NC(=O)CCSc2ccc(C)cc2)c1	x	-2	-20	1%
Cc1ccc(C)n1NC(=O)c1cccc(Cl)c1	-7%	-3	-21	-6%
CCOc1ccc(NS(=O)(=O)c2ccc3c(c2)CCN3C(=O)CCC(=O)O)cc1	-1%	0	65	1%
O=C1c2cccc3cccc(c23)N1CN1CCN(c2ccccn2)CC1	4%	0	70	-2%
CCCCn1c(SCC(=O)NC(C)(C)C)nnc1-c1ccco1	3%	1	35	-4%
O=C(CN(c1cccc([N+](=O)[O-])c1)S(=O)(=O)c1ccccc1)NCc1ccccc1	x	8	23	0%
CC(=O)Nc1cc(C(=O)N2CCCC2)ccc1Sc1ccc(C)cc1	9%	-15	36	1%
COc1ccc(CCNC(=O)c2ccc(CNS(=O)(=O)c3cc(C)ccc3C)cc2)cc1OC	1%	-4	u	6%
C=CCSc1n[nH]c(-c2ccc(OCCCC)cc2)n1	-1%	14	22	-3%
Cc1cccc2cc(C#N)c(SCC(=O)NCc3cccs3)nc12	x	x	-22	-2%
Cc1ccc(NC(=O)NC2(C(=O)NCc3ccco3)CCCCC2)cc1	-2%	-1	-3	-5%
O=C(Nc1ccccc1Cc1ccccc1)C1CC(=O)N(c2ccc3c(c2)OCCO3)C1 (configuration not stated)	u	1	17	-10%
COCCCn1nnnc1SCC(=O)N1CCCC1	-6%	0	u	2%
COc1ccc(OCCCC(=O)Nc2cccc([N+](=O)[O-])c2)cc1	x	x	u	-4%
CC(C)c1cc(C(=O)O)n[nH]1	-4%	-2	21	-1%
CCc1nnc(NC(=O)C2CCN(c3nccc(C)n3)CC2)s1	-6%	12	-13	2%
COC(=O)c1c(NC(=O)CSc2nnc(Cn3nnc4ccccc43)n2C)sc(C)c1C	-1%	0	33	-6%
CC(=O)Oc1ccc(C(=O)Nc2ccccc2C(=O)NCC(C)C)cc1	x	x	-4	0%
COc1ccc(NC(=O)C(NC(C)=O)C(=O)NCc2ccccc2OC)cc1 (configuration not stated)	-1%	12	u	3%
Cc1ccc(S(=O)(=O)N2CCN(C(=O)CN3CCOCC3)C2C(C)C)cc1 (configuration not stated)	-3%	-15	26	-8%
COc1ccc(C(=O)/C=C/c2ccc(OC)c(CN3CCOCC3)c2)cc1	x	x	-23	-4%
CCC(C(=O)OCC(=O)Nc1c(Cl)cccc1Cl)c1ccccc1 (configuration not stated)	x	x	53	-4%
CC(=O)Nc1cccc(OCC(O)Cn2cnc3ccccc32)c1 (configuration not stated)	14%	3	u	-2%
O=C(/C=C/c1ccc(Br)cc1)c1ccc(NC(=O)c2ccco2)cc1	x	3	-23	0%
COc1cc(O)c(C)c(O)c1	-2%	x	x	-1%
Cc1cccc(-n2c(N)c(C(=O)NCCN3CCOCC3)c3nc4ccccc4nc32)c1	14%	4	-23	2%
COc1ccc(NC(=O)COC(=O)c2ccc(OCc3ccccc3Cl)c(OC)c2)c(OC)c1	x	x	u	0%
O=S(=O)(c1cccc2cccnc12)N1CCN(Cc2ccc3c(c2)OCO3)CC1	-3%	6	u	-7%
N#Cc1c2n(c3c(=O)n(Cc4ccccc4Cl)cnc13)CCCC2	-12%	-2	u	-3%
Cc1ccc(NC(=O)c2sc(Cl)nc2-c2ccccc2)cc1	3%	7	37	-5%
COCCn1c(=NC(=O)CN2C(=O)CCC2=O)sc2cc(S(N)(=O)=O)ccc21	x	x	u	-1%
CCN(/C=N/c1sc2c(c1C#N)CCCCC2)CC	4%	14	6	1%
CC(C)Oc1ccc(CN=C(N)N=C(N)N)cc1Cl	x	3	-12	-6%
Cc1noc(C)c1C(=O)OCC(=O)c1ccc[nH]1	-1%	0	-23	-2%
CCN1CCN(CC(=O)Nc2cc(C)c(C)cc2[N+](=O)[O-])CC1	x	-2	27	2%
CCc1ccc(OCCCC(=O)NCc2ccccc2)cc1	x	x	14	-1%
CCCOc1c(Br)cc(/C=N/O)cc1OC	11%	-7	u	-6%
Cc1cc(=O)[nH]c2cc(O)ccc12	-1%	-2	u	18%
COc1ccc(N2CCN(C(=O)CSc3nnc(-c4cc5ccccc5cc4O)n3C)CC2)cc1	4%	11	-8	-4%
COc1cc(OC)c2c(-c3cccc(-c4ccc(CO)cc4)c3)cc(=O)oc2c1	-3%[0.0915 µM]	x	x	-5%[0.00818 µM]
COCCOC(=O)C1=C(C)NC2=C(C(=O)CC(C)(C)C2)C1c1cccnc1 (configuration not stated)	-7%	-9	24	-3%
COc1ccc(NC(=O)c2ccc(COCC(F)(F)F)cc2)cc1OC	x	x	3	-5%
CC1=CC(C)C2(CO)COC(c3ccccc3O)C1C2C (configuration not stated)	-11%	-2	-15	u
COc1ccccc1Oc1ccc2c(c1)C(=O)N(c1ccccc1)C2=O	x	-22	8	-1%
Cc1ccc(S(=O)(=O)NCCNc2ccc([N+](=O)[O-])cc2C(F)(F)F)cc1	-9%	0	115	-15%
COc1ccc(-c2nnc(SCC#N)o2)cc1	1%	-2	-22	2%
Cc1cc(C(=O)Cn2nc(C(=O)O)c3ccccc3c2=O)c(C)n1-c1ccccc1	x	x	u	-2%
Cc1ccc(C)c(NC(=S)NC(NC(=O)Cc2ccccc2)C(Cl)(Cl)Cl)c1 (configuration not stated)	u	4	u	2%
CCc1ccc(-c2nc(NC(=S)NC(=O)c3cccs3)sc2C)cc1	-28%	-6	-19	-2%
COCCn1c(-c2cccc([N+](=O)[O-])c2)nc2c1c(=O)[nH]c(=O)n2Cc1ccccc1	x	x	38	-5%
C=CCc1cc(C=O)cc(OC)c1OCc1c(Cl)cccc1Cl	16%	3	28	0%
Cc1ccc(N2C(N)=NC(N)=NC23CCCC3)c(C)c1	14%	9	u	-3%
COc1cc(C(=O)Oc2ccccc2/C=N/NC(=O)c2ccc(C)c(Cl)c2)cc(OC)c1OC	x	10	u	0%
COc1ccc(NC(=O)CSc2nc3ccccc3c(=O)n2CCC(=O)N2CCCCC2)cc1	-5%	-3	72	-2%
O=[N+]([O-])c1ccc(C2Nc3cccc4cccc(c34)N2)cc1	x	-1	16	-15%
c1ccc(N2CCN(Cc3nc4ccccc4[nH]3)CC2)nc1	1%	x	x	-2%
Cc1c(Cl)cccc1-n1ccnc1SCC(=O)O	0%	u	-11	0%

In a second layout: entries from further up
COCCOC(=O)C1=C(C)NC2=C(C(=O)CC(C)(C)C2)C1c1cccnc1 (configuration not stated)
- 15-hLO-2 inh: -7%
- IMPase inh: -9
- PNC inhibitor: 24
- ALOX12 inhib: -3%
COc1cc(OC)c2c(-c3cccc(-c4ccc(CO)cc4)c3)cc(=O)oc2c1
- 15-hLO-2 inh: -3%[0.0915 µM]
- IMPase inh: x
- PNC inhibitor: x
- ALOX12 inhib: -5%[0.00818 µM]
COc1cc(O)c(C)c(O)c1
- 15-hLO-2 inh: -2%
- IMPase inh: x
- PNC inhibitor: x
- ALOX12 inhib: -1%
COC(=O)c1c(NC(=O)/C=C/c2ccco2)sc2c1CCC2
- 15-hLO-2 inh: x
- IMPase inh: x
- PNC inhibitor: -8
- ALOX12 inhib: -3%

Carrying on:
SMILES	15-hLO-2 inh	IMPase inh	PNC inhibitor	ALOX12 inhib
Cc1ccc(-c2nnc(N3CCN(C(=O)c4ccco4)CC3)c3ccccc23)cc1	-20%	5	u	-4%
O=S(=O)(c1ccc(Oc2ccc(Br)cc2F)nc1)N1CCCCC1	8%	0	3	-10%
Cn1c(O)c(C=NC(CC(N)=O)C(=O)O)c(=O)n(C)c1=O (configuration not stated)	-6%	-11	u	-5%
O=C(Nc1cccc(Cl)c1N1CCCCC1)c1ccc2c(c1)OCCO2	3%	0	u	1%
Cc1cccc(-n2c(-c3csc(C)c3C)n[nH]c2=S)c1	x	x	16	-3%
O=c1c2ccccc2nc(CSc2nnnn2-c2ccccc2)n1-c1ccccc1Cl	x	-2	7	3%
COc1cc(C(=O)N(Cc2cc3cc(C)ccc3[nH]c2=O)CC2CCCO2)cc(OC)c1OC (configuration not stated)	-4%	1	23	-1%
CCOC(=O)c1cc2c(s1)-c1ccccc1CC2	-22%	4	38	-1%
O=C(CCc1c[nH]c2ccccc12)NC1CC1	0%	-3	-11	2%
COc1ccc(C(=O)NNC(=O)C(Cc2ccc(O)cc2)NC(=O)c2ccccc2NC(=O)c2ccc(OC)cc2)cc1 (configuration not stated)	x	x	221	3%
COCCN(Cc1cc2ccccc2[nH]c1=O)C(=O)c1ccccc1OC	-6%	6	2	5%
O=S(=O)(c1ccc(-c2nnc(SCc3ccccc3)o2)cc1)N1CCCC1	-4%	-5	3	-4%
C/C=C(/C)C(=O)O[C@@H]1c2c(ccc3ccc(=O)oc23)O[C@@H]1C(C)(C)OC(=O)/C(C)=C\C	x	x	35	-4%
CCn1c(CNC(=O)COC)nc2ccccc21	-1%	5	18	-5%
Cc1cc(C)c(C(N)=O)c(Nc2ccc3c(c2)OCCO3)n1	x	-4	-100*	1%
O=C(CN1C(=O)NC2(CCCCCC2)C1=O)NCc1cccs1	x	x	-4	1%
Cc1ccc(OCc2nnc(SCC(=O)c3ccccc3)n2-c2ccccc2)cc1	x	-1	u	-15%
CCCCCOCC(O)CCC(=O)NN (configuration not stated)	-5%	3	82	3%
O=C1NC(=O)c2cc(Nc3ccccc3)c(Nc3ccccc3)cc21	-20%	12	x	-4%
Cc1ccc(OCc2nnc(SCc3cc(=O)[nH]c4ccccc34)o2)cc1	0%	21	20	-2%
CCc1nnc(NC(=O)CSc2nnc(-c3cc4ccccc4cc3O)n2CC)s1	-21%	8	-8	-11%
Cc1nc(NC(=O)/C=C/c2ccco2)sc1C	x	x	u	4%
CCOC(=O)C1C(=O)OC2(CCCC2)C1C(=O)OCC (configuration not stated)	-4%	u	15	4%
CCCCn1c(N)c(-c2nc3ccccc3s2)c2c([N+](=O)[O-])nn(CC)c(=O)c21	-8%	2	20	-4%
CC(/C=C/c1ccco1)=N\NC(=O)c1cc(C)[nH]n1	-3%	10	17	3%
COc1ccc(NC(=O)C23CC4CC(C2)CC(c2ccc(C)cc2)(C4)C3)cc1	x	-6	u	4%
Cc1cc(C)cc(N/C(N)=N/c2nc(C)cc(C)n2)c1	x	x	13	-2%
COc1ccc(NC(=O)CCc2nc(-c3ccc(C)cc3)no2)cc1Cl	-6%	9	-11	-4%
Cc1ccc2[nH]c(-c3ccccc3)c(CN3CCOCC3)c(=O)c2c1	1%	-5	u	7%
Cn1c(N)c(C(=O)COC(=O)C2(c3cccc(F)c3)CCCC2)c(=O)n(C)c1=O	10%	4	34	-5%
CCOC(=O)/C(C#N)=C1/C=CN(C)C(C)=N1	-2%	6	-10	0%
COc1ccc2[nH]c3nc(SCc4nnc(-c5ccc(C)cc5)o4)nnc3c2c1	u	3	49	-10%
Cc1ccc(-c2noc(CSc3nnc(-c4cccs4)n3C)n2)cc1	-4%	5	13	2%
CC1(C)CC(=O)C2=C(C1)N(Cc1ccco1)C(=O)C2(NC(=O)c1cccnc1)C(F)(F)F (configuration not stated)	-10%	-10	u	-5%
CNC(=O)COC(=O)c1ccc(NC(=O)CC#N)cc1	1%	0	-4	-3%
O=C(CSCc1cccc(Cl)c1)N/N=C/c1ccc(OCC(=O)N2CCCCC2)cc1	-6%	3	33	-7%
COc1cc(C(=O)OCc2ccc(C)cc2)cc(NC(=O)c2cccs2)c1OC	x	x	-21	-3%
NC(=NCCc1ccccc1)NS(=O)(=O)c1ccccc1	x	x	u	-3%
CCC(=O)c1ccc(OCC(O)CN2CCOCC2)cc1 (configuration not stated)	0%	19	u	4%

A portion of the library, so the mix of outcomes need not match the whole.
